# AID2073: inhibitors of Mint1-CaV2.2 protein interaction, biochemical, HTRF (AID 2073) | HTRF protein-protein interaction, Mint1-CaV2.2; higher % means a stronger effect | inhibition, % at 20 µM; hits with a dose series show IC50 in µM | 290,000 tested, 0.19% active; in the data active = inhibition mostly above about 51%, no sharp cut-off; also: some results filed as inactive read as strong as hits
# Lipid droplet: modulators of hepatic lipid droplet formation; AML12 mouse hepatocytes, oleate lipid droplets, BODIPY imaging; inhibition, % at 6.5 µM; 240,000 tested, 0.4% active; AID 1656;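 active = lipid droplet intensity inhibited by at least 50%, with more than 500 cells counted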
#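 material = mouse AML12 hepatocyte cell line, fixed after treatment | also added = 100 µM oleic acid challenge | doses = compound at 6.5 µM only | schedule = overnight exposure | technique = Image-based BODIPY and DAPI two-channel analysis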
# CSM14.1 death rescue: protection against thapsigargin-triggered cell killing – 384-well, CSM14.1, ATP luminescence, primary screen (AID 1222); CSM14.1 thapsigargin-induced death rescue, ATP luminescence; higher % means a stronger effect; one-dose cellular ATP content (survival), % at 20 µM; EC50 in µM for titrated hits; 190,000 tested, under 10 active;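 active = EC50 below 50 µM in the dose-response confirmation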;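 also: death triggered by thapsigargin at about 15 µM added after 2 h compound pretreatment; cell ATP read after overnight thapsigargin exposure of roughly 18 to 22 hours; normalized against plate controls of thapsigargin alone and 5% DMSO vehicle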
# P. falciparum M1AAP: P. falciparum M1AAP inhibitors, biochemical, fluorogenic H-Leu-NHMec substrate, 1536-well (AID 1445); inhibition, % at 30 µM, or IC50 in µM where a hit was titrated; recombinant M1AAP, H-Leu-NHMec fluorogenic kinetic assay; higher % means a stronger effect; 220,000 tested, 0.42% active;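 active = primary inhibition above the hit cutoff, then over 50% inhibition at one or more dose response concentrations, cut at about 23% in these data, passing the limit was not always enough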;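 also: plate controls were DMSO full reaction for no effect and no enzyme background for full effect; strong numbers were not always called active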
# M17LAP inhibition: P. falciparum M17LAP inhibitors, primary screen, biochemical, fluorogenic H-Leu-NHMec substrate, 1536-well (AID 1619). recombinant M17LAP, H-Leu-NHMec fluorogenic kinetic assay; higher % means a stronger effect. inhibition, % at 30 µM, or IC50 in µM where a hit was titrated. 220,000 tested, 0.38% active;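 active = compound inhibiting the enzyme by more than half at any dose during confirmatory dose-response retesting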;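 also: plate controls were full reaction with DMSO carrier for no effect and no enzyme background for full effect; strong numbers were not always called active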
# NOD2 inhibition: NOD2 signaling inhibitors, cell-based, luminescence, uHTS, HEK293 (AID 1566); HEK293 NOD2/NF-kB luciferase reporter, luminescence; higher % means a stronger effect; inhibition, % at 4 µM, or EC50 in µM where a hit was titrated; 290,000 tested, 0.63% active; also: many of its hits are not listed in these tables
# LYP phosphatase: inhibitors of LYP phosphatase, biochemical, fluorescence intensity, uHTS (AID 1779). recombinant LYP phosphatase, fluorescence intensity; higher % means a stronger effect. inhibition, % at 11.5 µM, or IC50 in µM where a hit was titrated. 290,000 tested, 0.054% active;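 also: plate controls were vehicle with enzyme for no effect and no enzyme for full effect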
# XIAP antagonists: small molecules displacing peptide from XIAP – biochemical, IAP family, fluorescence polarization (AID 1018); XIAP BIR domain, fluorescence polarization peptide displacement; higher % means a stronger effect; displacement, % at 20 µM, or IC50 in µM where a hit was titrated; 200,000 tested, 0.007% active; in the data active = displacement above about 50%; also: a part of the inactive calls stands beside numbers as strong as those of hits
# SIAH1 antagonists: Siah-1 peptide-binding antagonists, primary screen, biochemical, fluorescence polarization, rhodamine-plectin, uHTS (AID 1817); one-dose displacement, % at 20 µM; IC50 in µM for titrated hits; Siah-1 / rhodamine-plectin peptide fluorescence polarization; higher % means a stronger effect; 290,000 tested, 0.02% active;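 active = displacement of at least 50% at 20 µM, with a fluorescence ratio check between 0.3 and a set limit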;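 also: plate controls were Siah plus tracer with DMSO for no effect and tracer alone without Siah for full effect; strong numbers were not always called active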
# Lipid droplet cells 6.5 µM: second read-out of Lipid droplet, no call of its own (marks repeat the call); cell count; measured here: cell count, cytotoxicity flag;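 cells counted across two imaged fields per well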
# * hit, by the source's call; nt = no result given. Rule as the data show it, unless noted: active = inhibition above about 50%; inactive = the rest. Not all compounds are listed, so the mix of outcomes need not match the whole.
SMILES,AID2073,Lipid droplet,Lipid droplet cells 6.5 µM,CSM14.1 death rescue,P. falciparum M1AAP,M17LAP inhibition,NOD2 inhibition,LYP phosphatase,XIAP antagonists,SIAH1 antagonists
CC(=O)Nc1ccc(NCN2C(=O)[C@@H]3[C@H]4CC[C@H](C4)[C@@H]3C2=O)cc1,0.3%,-2.0,658,-0.9%,7.1%,-8.3%,10.0%,2.5%,-11.4%,3.8%
CCCC(=O)Nc1c2c(nn1-c1ccc(OC)cc1)CS(=O)(=O)C2,-6.5%,nt,nt,-2.1%,-1.4%,10.3%,12.4%,5.7%,-3.2%,2.0%
CN(C)c1ccc(/C=C2/C(=O)N(c3ccc([N+](=O)[O-])cc3)N=C2N2CCOCC2)cc1,16.2%,nt,nt,1.1%,13.5%,19.1%,1.6%,-0.3%,-7.7%,-4.3%
COCCN(C(=O)Cc1ccc(OC)c(OC)c1)c1nc(-c2cc(OC)ccc2OC)cs1,2.0%,-1.5,781,nt,nt,nt,3.0%,-1.9%,nt,6.0%
Cc1ccc(N/C(N)=N/c2nc(CSc3nnc(C)s3)cc(=O)[nH]2)c(C)c1,-5.1%,-177.8,366,-3.3%,-8.1%,-2.3%,-14.9%,-10.2%,-2.5%,-0.5%
CCN(CC)C(=O)COc1ccc(-c2nnc(Nc3ccc(OC)c(C(=O)NC)c3)c3ccccc23)cc1,-1.4%,2.4,742,nt,0.6%,-6.2%,-13.2%,0.6%,nt,-3.3%
O=C(CCCOc1ccc(Cl)cc1Cl)Nc1ccncc1,-6.3%,0.1,768,0.0%,1.9%,8.6%,36.8%,-4.8%,-15.7%,0.1%
CS(=O)(=O)NCCNc1ccc(C(F)(F)F)cc1[N+](=O)[O-],6.2%,-1.9,750,-0.8%,3.0%,6.5%,8.1%,-4.2%,-3.9%,6.1%
COC(=O)c1cn(CC(=O)N2CCCCC2C)c2ccccc12 (stereo not drawn),-0.7%,nt,nt,-0.7%,0.3%,19.2%,8.6%,-8.3%,-4.8%,5.5%
COCCNC(=O)C(c1c[nH]c2ccccc12)N(C(=O)c1snc(C(N)=O)c1N)c1cccc(OC)c1 (stereo not drawn),-8.9%,12.1,714,-0.4%,5.3%,12.4%,8.8%,1.3%,-3.4%,6.9%
CCC(C(=O)NCCCN1CC(C)CC(C)C1)n1nc(C)c2sc3ccccc3c2c1=O (stereo not drawn),-2.5%,-16.0,687,nt,nt,nt,0.4%,-7.4%,nt,-4.6%
C=CCNC(=S)N1CCN(c2cccc(C(F)(F)F)c2)CC1,-21.9%,-0.8,730,-1.6%,-0.4%,4.8%,8.7%,-4.8%,-0.5%,6.0%

# 8 entries already listed, arranged by length of the SMILES, highest first:
SMILES,AID2073,Lipid droplet,Lipid droplet cells 6.5 µM,CSM14.1 death rescue,P. falciparum M1AAP,M17LAP inhibition,NOD2 inhibition,LYP phosphatase,XIAP antagonists,SIAH1 antagonists
COCCNC(=O)C(c1c[nH]c2ccccc12)N(C(=O)c1snc(C(N)=O)c1N)c1cccc(OC)c1 (stereo not drawn),-8.9%,12.1,714,-0.4%,5.3%,12.4%,8.8%,1.3%,-3.4%,6.9%
CN(C)c1ccc(/C=C2/C(=O)N(c3ccc([N+](=O)[O-])cc3)N=C2N2CCOCC2)cc1,16.2%,nt,nt,1.1%,13.5%,19.1%,1.6%,-0.3%,-7.7%,-4.3%
CC(=O)Nc1ccc(NCN2C(=O)[C@@H]3[C@H]4CC[C@H](C4)[C@@H]3C2=O)cc1,0.3%,-2.0,658,-0.9%,7.1%,-8.3%,10.0%,2.5%,-11.4%,3.8%
COCCN(C(=O)Cc1ccc(OC)c(OC)c1)c1nc(-c2cc(OC)ccc2OC)cs1,2.0%,-1.5,781,nt,nt,nt,3.0%,-1.9%,nt,6.0%
Cc1ccc(N/C(N)=N/c2nc(CSc3nnc(C)s3)cc(=O)[nH]2)c(C)c1,-5.1%,-177.8,366,-3.3%,-8.1%,-2.3%,-14.9%,-10.2%,-2.5%,-0.5%
CS(=O)(=O)NCCNc1ccc(C(F)(F)F)cc1[N+](=O)[O-],6.2%,-1.9,750,-0.8%,3.0%,6.5%,8.1%,-4.2%,-3.9%,6.1%
C=CCNC(=S)N1CCN(c2cccc(C(F)(F)F)c2)CC1,-21.9%,-0.8,730,-1.6%,-0.4%,4.8%,8.7%,-4.8%,-0.5%,6.0%
COC(=O)c1cn(CC(=O)N2CCCCC2C)c2ccccc12 (stereo not drawn),-0.7%,nt,nt,-0.7%,0.3%,19.2%,8.6%,-8.3%,-4.8%,5.5%

# Continued:
SMILES,AID2073,Lipid droplet,Lipid droplet cells 6.5 µM,CSM14.1 death rescue,P. falciparum M1AAP,M17LAP inhibition,NOD2 inhibition,LYP phosphatase,XIAP antagonists,SIAH1 antagonists
Clc1ccccc1OCc1nnc2n1CCCCC2,-4.5%,27.7,698,nt,3.2%,-4.9%,13.8%,-6.7%,nt,3.2%
COc1ccc2c(CC(=O)N[C@@H](Cc3ccccc3)C(=O)O)cc(=O)oc2c1,9.6%,6.3,810,nt,nt,nt,5.7%,-8.5%,nt,6.0%
Cc1ccc(S(=O)(=O)N2CC(O)CC2C(=O)O)cc1 (stereo not drawn),1.6%,nt,nt,nt,nt,nt,19.0%,-4.7%,nt,1.0%
O=c1[nH]sc2ccccc12,12.2µM*,-28.0,662,-2.7%,10.9%,-20.6%,-12.5%,-4.5%,-10.0%,-5.4%
Cc1c(Br)ccc(NC(=O)Cn2nc(-c3cccs3)ccc2=O)c1C,15.3%,10.6,789,nt,nt,nt,6.0%,-7.9%,nt,1.6%
CCn1c(SCC(=O)Nc2ccc(F)cc2)nc2ccccc2c1=O,-7.6%,nt,nt,nt,nt,nt,24.2%,-3.7%,nt,-1.2%
CCC(C)NC(=O)CN1C(=O)COc2ccc(S(=O)(=O)N3CCOCC3)cc21 (stereo not drawn),-2.5%,3.8,766,nt,nt,nt,-7.5%,-6.4%,nt,1.5%
CCCCC(=O)Nc1ccc(C(=O)N2CCC(C(=O)OCC)CC2)cc1,-5.8%,3.4,788,-0.7%,8.5%,-3.1%,4.4%,-8.4%,-1.0%,1.1%
CCn1c(SCC(=O)c2c(N)n(C)c(=O)n(C)c2=O)nc2sc(C)c(C)c2c1=O,-10.1%,nt,nt,1.3%,nt,nt,5.5%,-9.1%,-4.5%,-0.6%
Cc1cc2ncc(S(C)(=O)=O)c(N)n2n1,7.9%,-6.1,648,nt,0.6%,20.1%,22.4%,-4.2%,-2.5%,2.3%
CC1CC(N(C(=O)c2ccccc2Cl)c2ccccc2)c2ccccc2N1 (stereo not drawn),-4.9%,nt,nt,-1.6%,3.8%,0.7%,9.2%,3.6%,-0.5%,10.8%
CSc1nc2sccc2c(=O)[nH]1,5.7%,2.2,695,0.1%,9.3%,2.1%,15.9%,-10.9%,-9.1%,-2.1%
COc1ccc(C(=O)COC(=O)C(C)N2C(=O)C3C4CCC(C4)C3C2=O)cc1 (stereo not drawn),12.6%,4.4,827,nt,nt,nt,-4.7%,-4.6%,nt,-6.0%
CCC(=O)N1CCN(c2ccccc2NC(=O)c2ccc(-c3cccc([N+](=O)[O-])c3)o2)CC1,23.6%,-22.4,543,-0.4%,-2.0%,-16.8%,-6.6%,1.6%,7.5%,-0.7%
COc1cc(CC(=O)N/N=C/c2ccccc2)c([N+](=O)[O-])cc1OC,1.8%,16.2,650,0.1%,3.5%,-2.1%,14.5%,-5.3%,-12.1%,-2.1%
CCC1COCCS(=O)(=O)N1Cc1cccc(C(F)(F)F)c1 (stereo not drawn),11.8%,-2.4,793,nt,nt,nt,-2.5%,-1.9%,nt,2.4%
COC(=O)[C@H](Cc1c[nH]c2ccccc12)NC(=O)Nc1ccccc1OC,5.9%,-10.9,704,nt,3.9%,-5.2%,14.3%,-6.2%,nt,2.2%
CN1CCN(NC(=O)c2ccc(Cl)c(S(=O)(=O)Nc3ccc(Cl)cc3)c2)CC1,-4.0%,4.0,657,nt,-11.1%,7.0%,5.5%,-1.7%,nt,1.8%
Cc1ccccc1NC(=O)COC(=O)c1ccc(S(C)(=O)=O)c([N+](=O)[O-])c1,-7.1%,12.4,605,-2.0%,4.2%,2.3%,nt,-11.1%,-3.6%,2.6%
COc1ccc(/C=N/NC(=O)CNC(=O)/C=C/c2ccccc2OC)cc1,13.5%,-2.1,778,nt,nt,nt,3.7%,-2.1%,nt,0.3%
Cc1ccc(Cn2c(/C=C/c3ccco3)nc3ccccc32)cc1,36.5%,-7.6,659,1.0%,14.6%,-4.9%,-11.2%,8.3%,-15.8%,10.9%
CCSc1nc2sc3c(c2c(=O)n1-c1ccccc1)CCN(C)C3,14.6%,-6.9,789,nt,nt,nt,21.6%,3.9%,nt,0.1%
COC(=O)C1=C(C(=O)OC)C2(OC1c1ccc(Br)cc1)C(=O)c1ccccc1C2=O (stereo not drawn),17.4%,-1.5,756,-0.1%,7.5%,18.6%,2.5%,2.7%,-6.1%,2.7%
CC(=O)NCC(=O)OCc1ccc([N+](=O)[O-])cc1,-0.7%,5.4,765,2.8%,-1.2%,8.6%,-4.4%,-4.6%,-10.0%,-4.7%
COc1ccc2[nH]c(=O)c(CN(c3ccccc3OC)S(=O)(=O)c3ccccc3)cc2c1,28.0%,-6.2,737,nt,nt,nt,8.2%,-5.9%,nt,-5.6%
O=C(COC(=O)c1ccc(O)cc1)Nc1ccccc1,1.0%,-20.3,623,nt,nt,nt,-13.7%,3.9%,nt,0.8%
CCOC(=O)c1c(C)oc2c1c(C=NCc1ccccn1)c(O)c1ccccc12,4.5%,-2.8,657,nt,20.9%,3.4%,22.5%,-7.5%,0.3%,8.7%
COC(=O)c1cccc(S(=O)(=O)N2CCCC2)c1,5.0%,-0.5,634,-1.2%,-1.5%,-11.2%,-11.4%,-3.6%,-2.4%,-3.5%
Cc1ccc(OCC(O)CN2CCN(c3ccccn3)CC2)c(C)c1 (stereo not drawn),-8.4%,6.4,738,-1.2%,-4.3%,2.5%,13.9%,-6.9%,-3.3%,1.5%
O=C(NCc1ccccc1Cl)c1ccc(Cn2cc(C(F)(F)F)ccc2=O)cc1,2.2%,nt,nt,0.6%,0.3%,-6.2%,5.9%,-5.7%,-1.0%,0.3%
Cc1cc(SCC(=O)N(C)C2CCS(=O)(=O)C2)nc2c(C)cccc12 (stereo not drawn),-0.2%,2.5,718,1.9%,0.4%,4.8%,1.4%,-7.7%,-3.8%,-0.1%
COc1ccc(CCNC(=O)CSCc2c(F)cccc2Cl)cc1OC,-15.1%,0.8,628,-0.5%,4.5%,-0.8%,7.4%,-10.2%,-7.1%,2.9%

# Screening data as filed in PubChem BioAssay.
